Screening results as filed in PubChem.
SW480 rerep = DNA re-replication induction in SW480 cells. AID 624297. Potency, µM (doses to about 46.1 µM), for the others: top-dose re-replication activation, actives largely listed as activators. SW480 DNA re-replication, Hoechst DNA content imaging, 48 h. hit rate 1.8% among 340,000; also: potency is read from the fitted curve at half-maximal effect; % of control where 0% means no effect; nearly all actives have a fitted effect of over 55% in size
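Compounds, transferred as 23 nL by pin tool, were incubated with cells for 48 hr; DNA content per nucleus was then quantified by Hoechst staining and fluorescence plate imaging.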
MCF10A rerep = induces DNA re-replication in MCF 10a normal breast cells; MCF 10A DNA re-replication, Hoechst nuclear intensity, 48 h; Potency, µM (doses to about 46.1 µM), inactives show at the highest dose activity, positive = re-replication, actives largely listed as activators; hit rate 2.9% among 350,000; AID 624296; also: potency is read from the fitted curve at half-maximal effect; % of control where 0% means no effect; nearly all actives have a fitted effect of over 50% in size
ATXN2 expr inh = reduces ATXN2 reporter expression in HEK-293 cells; HEK-293 ATXN2-luciferase reporter, luminescence, 24 h; AID 1745845; hit rate 0.72% among 360,000; Potency, µM (highest dose often 57 µM), without a hit: at the top dose activity change, negative = inhibition, actives largely listed as inhibitors; also: potency is read from the fitted curve at half-maximal effect; % is scaled to controls: 0 for no effect and ±100 for the full control effect; nearly all actives have a fitted effect of over 55% in size
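qHTS (up to 57 uM final) was run with 24 h compound exposure of reporter cells at 37 °C. Each well was multiplexed: SteadyGlo luminescence measured ATXN2-luciferase expression after a fluorogenic Gly-Phe-AFC viability readout (25 uM final).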
HepG2 tox = HepG2 cytotoxicity, counter-screen for TGF-b inhibitors. HepG2 CAGA-GFP viability, ATP luminescence, 18 h. Potency, µM (doses to about 46.1 µM), for the others: top-dose activity change, negative = cytotoxicity, most hits filed as cytotoxic. hit rate 0.76% among 410,000; also: potency is read from the fitted curve at half-maximal effect; some results filed as inactive show a strong effect at the top dose
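HepG2 CAGA-GFP cells (1000/well, DMEM with 1% FBS) received compound, then TGF-beta at 500 pg/mL final, and were incubated 18 hours at 37 degrees C. Viability was read by CellTiter-Glo luminescence. Media-only wells were set as complete cell-killing and DMSO as no toxicity.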
S2 tox = reduces viability in counter-screen for ATXN expression inhibitors; hit rate 0.49% among 400,000; S2 cells (HEK-293 line with an ATXN2-luciferase reporter) viability, CellTiter-Fluor protease fluorescence, 24 h; Potency, µM (titrated, usually from 56.7 µM), usual class: cytotoxic; AID 651635; also: potency is read from the fitted curve at half-maximal effect; nearly all actives have a fitted effect of over 40% in size
KB-3-1 cytotox = kills parental KB-3-1 adenocarcinoma cells. KB-3-1 viability, CellTiter-Glo ATP luminescence, 72 h. Potency, µM (doses to about 46.1 µM), for the others: at the highest dose activity change, negative = cytotoxic, hits mostly cytotoxic. hit rate 1.4% among 400,000; also: potency is read from the fitted curve at half-maximal effect; % is scaled to controls: 0 for no effect and ±100 for the full control effect; nearly all actives have a fitted effect of over 60% in size
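72 h, 37 °C compound treatment of KB-3-1 parental cells; CellTiter-Glo added, 10 min, luminescence read. Data corrected against DMSO-only plates and normalized before curve fitting.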
HT1080 IDH1KD tx = kills HT-1080 cells with IDH1 knockdown; HT-1080 IDH1 knockdown viability, ATP luminescence, 48 h; Potency, µM (titrated, usually from 46.1 µM), for inactives: at the top dose activity, negative = toxicity, actives largely listed as cytotoxic; hit rate 2% among 360,000; AID 686971;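 also: potency is read from the fitted curve at half-maximal effect; 0% = DMSO wells and -100% = cell-free medium wells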
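Luminescent ATP read-out (CellTiter-Glo, 10 min at room temperature) after 48 h compound exposure at 37 °C gave viability of IDH1-knockdown HT-1080 cells. Activity was normalised to DMSO and cell-free wells, then fitted as concentration-response curves.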
IL-1B inflam inh = inhibitors of inflammasome signaling (IL-1 beta secretion). activity change, % at 57.5 µM. hit rate 4.7% among 360,000. THP-1 LPS/ATP IL-1B secretion, AlphaLISA, 16 h; hits give low values; in the data active = activity change below about -50%; inconclusive = mostly about -30% to -49%; also: % is scaled to controls: 0 for no effect and ±100 for the full control effect
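THP-1 cells pretreated 1 hr with compounds (up to 57.5 uM final), then stimulated with LPS (250 ng/mL final) plus ATP (1.25 mM final); secreted IL-1B measured by AlphaLISA after 16 hr, decreased signal indicating inhibition.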
HT1080NT lethal = kills 2HG-producing HT-1080-NT fibrosarcoma cells; hit rate 1.6% among 360,000; AID 686970; Potency, µM (doses to about 46.1 µM), for the others: top-dose activity, negative = less viability, most hits filed as cytotoxic; HT-1080-NT fibrosarcoma viability, CellTiter-Glo ATP luminescence, 48 h;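 also: NT is the 2HG producing partner of a matched IDH1 knockdown line; potency is read from the fitted curve at half-maximal effect; 0% = DMSO-treated cells and -100% = media-only wells without cells; nearly all actives have a fitted effect of over 55% in size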
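Luminescent CellTiter-Glo readout after 48 hours of compound exposure at 37 degrees C defined viability of HT-1080-NT cells. Activity was normalized to DMSO wells and cell-free media wells; concentration-response curves were fitted and assigned curve classes.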
The depositor's hits bear a star; i = inactive; ? = inconclusive; . = no result given; [ ] = remark or other dose. Unless noted, calls follow the shape of the dose curve; as a rule, active = well fitted curve in the direction sought with a large enough effect; inconclusive = small, poorly fitted or top-dose-only effect, or another doubt; inactive = no such curve, though single readings can be large; an effect the other way counts as inactive or inconclusive.

Sample of the layout, 2 compounds:
SMILES | SW480 rerep | MCF10A rerep | ATXN2 expr inh | HepG2 tox | S2 tox | KB-3-1 cytotox | HT1080 IDH1KD tx | IL-1B inflam inh | HT1080NT lethal
CCc1ccc(NC(=O)C2C3C=CC(C4CC34)C2C(=O)O)cc1 (configuration not stated) | 0% | 4% | 39%[activator] | 1% | i | 3% | 12% | -9 | 17%
COC(=O)c1ccc(COC(=O)CNC(=O)c2ccc(-c3ccccc3)cc2)cc1 | 2% | 8% | 54%[activator] | -1% | i | -28% | 5% | 20 | 1%

All compounds of this part, previewed entries included:
SMILES | SW480 rerep | MCF10A rerep | ATXN2 expr inh | HepG2 tox | S2 tox | KB-3-1 cytotox | HT1080 IDH1KD tx | IL-1B inflam inh | HT1080NT lethal
CCc1ccc(NC(=O)C2C3C=CC(C4CC34)C2C(=O)O)cc1 (configuration not stated) | 0% | 4% | 39%[activator] | 1% | i | 3% | 12% | -9 | 17%
COC(=O)c1ccc(COC(=O)CNC(=O)c2ccc(-c3ccccc3)cc2)cc1 | 2% | 8% | 54%[activator] | -1% | i | -28% | 5% | 20 | 1%
Cc1ccc(O)c(NC(=O)c2cc(C)no2)c1 | -1% | 6% | 23% | -12% | i | -2% | 2% | 45 | -15%
CCOC(=O)C1CCN(C(=O)C(C)c2ccc([N+](=O)[O-])cc2)CC1 (configuration not stated) | 1% | 0% | 11% | -5% | i | 0% | -22% | 14 | -12%
C/C(=N\N1CCN(c2ccc(Cl)cc2)CC1)c1cccc([N+](=O)[O-])c1 | -13% | 2% | 0% | -9% | i | -6% | 11% | 6 | 8%
CCOc1cc(N2CCOCC2)c(OCC)cc1NC(=O)Cn1cnc2c(=O)n(C)c(=O)n(C)c21 | -2% | -2% | 0% | -10% | i | ? | 7% | -3 | 9%
CCOC(=O)c1nncc(-c2ccccc2)n1 | ? | -2% | 4% | 3% | i | 14% | 15% | -14 | 8%
CCOc1ccc(N(CC(=O)Nc2c(C)n(C)n(-c3ccccc3)c2=O)S(=O)(=O)c2ccc(F)cc2)cc1 | ? | 5% | 1% | 6% | ? | -17% | -1% | -6 | -4%
Cn1c(Nc2ccccc2)cc(=O)n(C)c1=O | 19% | 3% | . | -10% | i | 1% | 8% | 7 | 12%
COc1cccc(-c2noc(-c3cccnc3)n2)c1 | -8% | 0% | 55%[activator] | -24% | i | -4% | -10% | -1 | 8%
NC(=O)c1ccc(NC(=O)CCNC(=O)c2ccco2)cc1 | -8% | 2% | -3% | -3% | i | -5% | 4% | -16 | 3%
C/C(=N/NC(=O)CN1CCN(Cc2ccccc2Cl)CC1)c1cccs1 | -4% | 0% | . | -43% | i | -20% | 0% | ? | -4%
O=c1c2ccccc2nc2n1C(CSc1ccc(Cl)cc1)CN2 (configuration not stated) | -7% | 6% | 5% | 7% | i | -1% | 7%[9.24 µM] | 3 | 10%
N#Cc1nc(-c2cccs2)oc1NCc1ccccc1Cl | 22% | ? | -10% | 3% | i | -1% | -24% | -19 | -19%
CCOC(=O)c1cc(NC(=O)Nc2ccc(OC)c(OC)c2)c(C)nc1C | 2% | 1% | -7% | -6% | ? | 0% | 0% | 7 | 4%
Cc1ccccc1Nc1nc(-c2cccc(Cl)c2)c2c(n1)-c1ccccc1OC2 | . | . | 10% | 2% | i | -3% | . | . | .
Oc1ccc(C(=S)N2CCN(c3cccc(Cl)c3)CC2)cc1 | ? | ? | -3% | 3% | i | -15% | ? | -93* | ?
CCN1CCN(c2nc(Nc3ccccc3F)nc(N)c2[N+](=O)[O-])CC1 | 1% | 17% | -26% | -21% | i | 0% | 3% | -5 | -8%
COc1ccc(NC(=O)Nc2ccc3nccnc3c2)cc1 | -2% | 7% | 15% | -14% | i | -3% | -5% | -30 | -2%
Cc1oc(-c2cccc(Cl)c2)nc1CN1CCC(C(=O)NCc2ccc(F)cc2)CC1 | . | . | 2% | -23% | i | 1% | . | . | .
COC(=O)c1ccc(C(C(=O)NC2CCCCC2)N(CCc2ccccc2)C(=O)Cc2cccs2)cc1 (configuration not stated) | -8% | -8% | 4% | 10% | i | 1% | 21% | 19 | 8%
CC(C)[C@H](NC(=O)c1ccccc1)C(=O)OCC(=O)c1ccc(S(=O)(=O)N2CCCCC2)cc1 | -2% | 2% | 3% | -1% | i | 2% | 0% | -13 | 2%
O=[N+]([O-])c1ccc(O)c(C=Nc2ccc3nc(-c4ccccc4)[nH]c3c2)c1 | 0% | ? | 23% | -38% | i | -20% | -24% | -2 | -29%
CCn1c(SCC(=O)Nc2ccc(S(N)(=O)=O)cc2)nnc1-c1cccc(OC)c1 | -1% | 6% | -14% | 3% | i | -14% | 0% | 4 | -1%
Cc1ccc(S(=O)(=O)c2ccc(Oc3cccc(C)c3)cc2)cc1 | -5% | -2% | -10% | -20% | ? | -9% | -14% | -26 | -10%
O=C(CCC1CCCCC1)NCc1ccc(F)cc1 | -1% | 12% | -10% | 7% | i | -2% | -1% | 2 | 10%
Cc1ccc(NS(=O)(=O)c2cccc(C(=O)n3ncc(C#N)c3N)c2)c(C)c1 | -6% | 5% | 0% | -60% | i | -1% | -2% | 16 | -4%
CCOc1ccc(CCN2C(=S)N([C@@H](Cc3ccc(O)cc3)CN3CCC[C@@H]3CN3C(=S)NC[C@@H]3Cc3ccccc3)C[C@@H]2CC(C)C)cc1 | . | . | -3% | -22% | ? | 0% | -5% | -17 | -13%
C=CCOc1ccc(CNc2ccc3[nH]c(=O)[nH]c3c2)cc1 | 0% | 3% | 2% | -21% | ? | -14% | -3% | -3 | 22%
Cc1cc2cc(C=O)c(Cl)nc2cc1C | 9% | -1% | 30% | -34% | i | 2% | 13% | -11 | ?
CC(C)c1cccc(-c2csc(C(C)(O)c3ccccc3)n2)c1 (configuration not stated) | . | . | -21% | -71% | ? | 0% | ? | -12 | ?
CC(=O)Nc1ccc(C(=O)N(C)C(C(=O)Nc2ccc(C)cc2)c2ccccn2)cc1 (configuration not stated) | -125%[inhibitor] | 14% | 10% | 3% | i | 1% | 18% | 11 | 13%
CC(=O)C(c1ccccc1)C(c1ccccc1)C(C)[N+](=O)[O-] (configuration not stated) | -1%[9.22 µM] | 3% | -13% | -29% | i | 0% | 8% | -3 | 27%
Cc1noc(C)c1COc1ccc(C(=O)OCC(=O)Nc2ccc(C(=O)N(C)C)cc2)cc1 | 1% | 14% | -6% | 1% | i | -1% | -3% | 7 | 1%
CCN1CCN(C(=O)c2ccc(OCC(=O)Nc3ccc(F)cc3)c(OC)c2)CC1 | -11% | 23% | 4% | 6% | i | 14% | 9% | 14 | 12%
CCc1ccc(N(C(=O)c2csnn2)C(C(=O)NC(C)(C)C)c2ccccn2)cc1 (configuration not stated) | 17% | -6% | 32% | 6% | i | 13% | 1% | 32 | -1%
CN(C)Cc1csc(NC(=O)Nc2ccccc2Cc2ccccc2)n1 | . | . | -2% | -6% | ? | 0% | ? | -17 | 15µM*
COc1ccc(N2C(=O)CC(NCC#N)C2=O)cc1 (configuration not stated) | 1% | -8% | 1% | 3% | i | 15% | 7% | 6 | 6%
COc1ccc(COCC(O)CN(Cc2ccccc2)C(C)C)cc1OC (configuration not stated) | -19% | 21% | . | 25% | i | -1% | 1% | 0 | 8%
CC(=O)OCc1cc(=O)n2nc(C3CCCCC3)sc2n1 | . | . | 25% | 6% | i | 12% | . | . | .
CC1CN(CCCCOc2cccc(Oc3ccccc3)c2)CC(C)O1 (configuration not stated) | -2% | ? | -6% | -27% | i | -18% | -23% | -67* | -4%
COc1cccc(CN2CCN(C(=S)NCc3ccc(Cl)cc3)CC2)c1 | 1% | ? | -17% | -24% | i | 4% | 0% | -27 | -16%
Oc1cccc(C(O)CNCc2ccc(-c3ccccc3)cc2)c1 (configuration not stated) | ? | 16µM* | ? | -105% | ? | ? | 21µM* | -51* | 16µM*
COc1ccc(NC(=O)c2cccc3ccccc23)cc1 | ? | 21µM* | -14% | -2% | i | ? | ? | -7 | -26%
Cc1nc(SCc2cccc(Cl)c2)nc2c1CCCC2 | . | . | 13% | -32% | i | -15% | . | . | .
CCOc1ccc(C(C(=O)NC(C)(C)C)N(CCOC)C(=O)CCC(=O)Nc2nccs2)cc1 (configuration not stated) | 8% | -3% | -11% | -13% | i | -4% | 16% | 1 | 14%
COc1ccc(OCCOc2ccc(S(=O)(=O)N3CCCC3)cc2[N+](=O)[O-])cc1 | 2% | 19% | -6% | -4% | i | ? | -1% | -10 | -2%
Cc1ccc(-c2cc(-c3ccccc3)no2)c(O)c1 | 2% | 5% | 50%[activator] | -21% | i | -6% | 4% | 6 | 2%
O=C(C1CCN(S(=O)(=O)Cc2ccccc2)CC1)N1CCN(c2ccccc2)CC1 | . | . | -1% | -1% | i | -4% | . | . | .
CC(=O)c1cccc(NC(=O)Nc2sc3nc4n(c(=O)c3c2C)CCC(C)CC4)c1 (configuration not stated) | . | . | 2% | -3% | i | -8% | . | . | .
COc1ccc(OC)c2c1C(=O)CC2C (configuration not stated) | . | . | . | -7% | i | -10% | 0% | ? | 0%
Cc1ccc(C)c(NS(=O)(=O)c2ccc3[nH]c(=O)oc3c2)c1 | -2% | -1% | -1% | 8% | i | -24% | 1% | 45 | 6%
Cc1ccc2nc(C)c(C(=O)NN=C3CCN(C)CC3)n2c1 | 21µM* | ? | -28% | 12% | i | -7% | 5.2µM* | 65 | 5.2µM*
C=C1[C@H](C)CN(S(=O)(=O)C(C)(C)C)[C@H]1CCO | 24% | 14% | -3% | -27% | i | 0% | 3% | -14 | -2%
O=S(=O)(Nc1ccc(S(=O)(=O)Nc2ccccc2)cc1)c1ccccc1 | 2% | 22% | -2% | -25% | i | 6% | 4% | 12 | 13%
CCOC(=O)N1CCN(C(=O)CCCn2nc(C)c3sc4ccccc4c3c2=O)CC1 | 4% | -1% | 0% | -9% | i | 2% | 7% | ? | 19%

Rows were taken by chance; overall some 8.9% were active at least once.
